Source: PubChem
S1P3 agonist: activates the human S1P3 receptor; Q99500; S1P3 NFAT-BLA reporter cells, agonism, FRET ratio; relative to 1 µM S1P, basal subtracted; activation, % at 4.5 µM; 0.1% of 60,000 active; AID 373;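 active means activation above the screen-wide mean plus 3 SD, cut at about 4.5% in these data, passing the limit was not always enough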; further: some compounds called inactive have numbers as strong as hits
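Measure – % activation relative to 1 µM S1P (100%), per plate · System – stable CHO line with human S1P3, Gα16, NFAT-BLA reporter · Timing – cells plated overnight, compound 4 h 37 °C, substrate 2 h RT · Technique – fluorescent BLA substrate, ex 405 nm, em 460/535 nm ratio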
Jurkat tox 60K: cytotoxic compounds reducing Jurkat cell viability; inhibition, % at 4 µM; AID 463; 1.2% of 56,000 active; Jurkat E6.1 viability, ATP luminescence, 48 h;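 active means inhibition above the mean inhibition of all tested compounds plus 3 SD, cut at about 28% in these data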
M1 ag: agonists of M1 muscarinic receptor; CHO-M1 cells, Fluo-4 calcium fluorescence, agonist mode; stronger effect = higher value; B-score at 10 µM; 3% of 64,000 active;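 active means fluorescence rise, raw or as B-score row- and column-corrected plate score, outside the 99.7% band of its plate's samples, either direction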
HEK293 NFkB inh: lowers PMA/ionomycin-induced NF-kB signal in HEK293 cells; HEK-293 NF-kB luciferase reporter, luminescence; inhibition, % at 3 µM; 0.21% of 62,000 active; AID 465;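 active means inhibition above the mean of all tested compounds plus 3 SD, cut at about 40% in these data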;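 further: 0% = stimulated DMSO wells and 100% = 10 µM reference inhibitor 5653914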
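Timing: 1 h pretreatment, 16 h stimulation, 37 °C; system: HEK-293 cells with stable firefly luciferase reporter driven by four HIV NF-kB elements; doses: 3 µM once, 0.30% DMSO; measured by: luciferase luminescence; control set: DMSO and 10 µM reference inhibitor; repeats: single test; reagent: PMA plus ionomycin mix as NF-kB-activating stimulus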
M1 antag: M1 muscarinic receptor (rat) antagonism; P08482; CHO-M1 cells, Fluo-4 calcium, ACh EC80 antagonist mode; stronger effect = lower value; B-score at 10 µM; 3.4% of 64,000 active; AID 628;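 active means calcium fluorescence response, raw or row-and-column corrected B-score, differing from the plate sample mean either way at a set confidence level, mostly lower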
Ec RNAP inh: inhibitors of Escherichia coli RNA polymerase; P0A8V2; inhibition, %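 (tested at 10 µM)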; AID 559; E. coli RNA polymerase, fluorescence transcription assay; 0.2% of 62,000 active; in the data active means inhibition above about 20%;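 further: 0% = enzyme without compound and 100% = no enzyme blank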
Target sequence (P0A8V2 whole entry, looked up): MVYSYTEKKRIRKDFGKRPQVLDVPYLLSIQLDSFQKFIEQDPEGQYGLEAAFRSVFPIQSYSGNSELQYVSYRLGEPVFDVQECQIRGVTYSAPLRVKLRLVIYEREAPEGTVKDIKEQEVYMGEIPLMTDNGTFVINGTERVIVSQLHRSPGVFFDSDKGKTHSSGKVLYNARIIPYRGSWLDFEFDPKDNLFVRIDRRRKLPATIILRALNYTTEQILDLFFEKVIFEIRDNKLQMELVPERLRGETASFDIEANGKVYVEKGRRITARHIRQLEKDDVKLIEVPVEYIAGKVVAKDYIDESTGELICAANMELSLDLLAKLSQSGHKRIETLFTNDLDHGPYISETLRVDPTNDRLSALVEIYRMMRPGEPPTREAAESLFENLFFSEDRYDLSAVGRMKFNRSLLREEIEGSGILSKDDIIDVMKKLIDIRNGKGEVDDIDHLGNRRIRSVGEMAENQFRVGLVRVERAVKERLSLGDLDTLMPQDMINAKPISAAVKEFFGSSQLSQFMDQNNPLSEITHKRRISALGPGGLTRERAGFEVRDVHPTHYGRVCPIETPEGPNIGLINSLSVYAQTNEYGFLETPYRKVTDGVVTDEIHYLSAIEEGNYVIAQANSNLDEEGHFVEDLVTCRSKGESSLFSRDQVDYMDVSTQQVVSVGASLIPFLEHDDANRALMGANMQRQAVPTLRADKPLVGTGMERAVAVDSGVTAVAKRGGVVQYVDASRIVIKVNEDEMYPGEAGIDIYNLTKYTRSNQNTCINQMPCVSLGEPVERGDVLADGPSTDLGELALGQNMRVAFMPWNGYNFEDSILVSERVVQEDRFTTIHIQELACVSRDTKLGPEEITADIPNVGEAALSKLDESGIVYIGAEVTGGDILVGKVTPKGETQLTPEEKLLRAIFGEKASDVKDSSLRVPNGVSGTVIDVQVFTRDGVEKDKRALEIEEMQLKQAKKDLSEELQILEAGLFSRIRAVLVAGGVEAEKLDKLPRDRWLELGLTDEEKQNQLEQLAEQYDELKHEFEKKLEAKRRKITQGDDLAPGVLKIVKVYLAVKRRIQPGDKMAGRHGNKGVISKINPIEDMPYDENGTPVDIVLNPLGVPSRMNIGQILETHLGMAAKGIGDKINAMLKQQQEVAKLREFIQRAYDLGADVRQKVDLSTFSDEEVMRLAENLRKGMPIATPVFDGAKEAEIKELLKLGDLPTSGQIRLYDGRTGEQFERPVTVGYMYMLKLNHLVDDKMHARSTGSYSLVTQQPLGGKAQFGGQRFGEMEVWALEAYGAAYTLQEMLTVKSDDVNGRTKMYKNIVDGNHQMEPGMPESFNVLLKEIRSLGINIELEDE
D1 mod: D1 dopamine receptor (human) allosteric modulation; HEK293 D1, CRE-luciferase, dopamine EC30 potentiation; actives deviate in either direction; 5.9% of 58,000 active; B-score at 10 µM;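 active means luminescence count or its row- and column-corrected plate score outside the 99.7% band of the plate's sample wells, on either side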
S1P1 ag pot: agonists and agonism potentiators of human S1P1 receptor; P21453; S1P1 CRE-bla cells, forskolin, beta-lactamase FRET, potentiator mode; S1P1 agonist co-added at EC20, 2 nM; 100% = saturating reference agonist, 0% = basal; activation, % at 9.5 µM; 0.57% of 56,000 active; AID 449;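 active means activation above a cutoff set at the mean activation of all tested compounds plus 3 SD, cut at about 54% in these data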;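 further: forskolin at 4 µM as EC80 and the EC20 agonist is SEW2871; 100% = SEW2871 at its EC100 plus forskolin at EC80; some compounds past the cut are filed as inactive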
TNAP act mid DEA: activators of human TNAP at intermediate phosphate acceptor. AID 813. activation factor at 20 µM. 64,000 tested, under 10 active. purified TNAP, CDP-star luminescence, 100 mM DEA, 30 min; stronger effect = higher value; scale: 0 levamisole-inhibited, 1 vehicle-only enzyme;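 active means activation factor of at least 2 at 20 µM, relative to controls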
* hit, by the source's call; x = not tested or not shown. The order is random, and some 12% of all compounds hit somewhere here.

structure	Jurkat tox 60K	S1P1 ag pot	M1 antag	TNAP act mid DEA	M1 ag	HEK293 NFkB inh	D1 mod	S1P3 agonist	Ec RNAP inh
CCN(CC)S(=O)(=O)c1ccc2c(c1)c(=O)c(C(=O)N1CCOCC1)cn2C	-3.8	-22.3	x	0.5	x	5.4	0.0643	0.1	3.6
CC(C)(C)NC(=O)c1ccc2c(c1)C(=O)N(C1CCCCC1)C2=O	9.5	4.9	0.135	1	6.11*	-16.6	2.18	-1.0	-4.1
COc1cccc(-n2c(COc3ccc(C)cc3)nnc2SCC(=O)O)c1	-6.2	-6.3	x	0.9	x	12.2	-0.109	-1.3	5.3
COC(=O)CCC(=O)c1oc2ccccc2c1NC(=O)CCCN1C(=O)c2ccccc2C1=O	2.8	15.1	-0.33	0.9	-0.269	14.8	-0.266	-1.2	-0.7
O=C(OCCNc1ncc(C(F)(F)F)cc1Cl)c1ccc(S(=O)(=O)N2CCOCC2)cc1	x	x	0.0895	1	-0.317	2.9	-0.76	x	3.9
CN(C)C(C(=O)NC1CCCCC1)c1ccc(Cl)cc1 (configuration not stated)	x	x	0.265	1	-0.291	19.7	-0.448	x	2.5
Cc1cccc(-n2ncc3c(N4CCC(C)CC4)ncnc32)c1	-1.4	-14.6	-0.148	1	-0.00173	-41.4	-4.27*	-0.1	7.6
C=CC[N+](C)(C)CCCNC(=O)/C=N/O	x	-17.1	0.682	0.9	0.143	x	x	-2.5	4.9
CCCCC1CC(CSc2ncn[nH]2)OC1=O (configuration not stated)	x	x	-0.0145	0.8	0.00843	13.5	0.462	x	3.2
CS(=O)(=O)N(CCc1ccccc1)CC(=O)N1CCN(Cc2ccc3c(c2)OCO3)CC1	12.2	13.2	-0.128	0.9	0.315	10.7	-0.274	-0.3	1.9
COc1ccc2c(c1)c(C(=O)CN1CCN(C(=O)c3ccco3)CC1)c(C)n2C	4.3	-8.4	0.0715	1	0.691	9.8	0.384	-0.4	1.3
CCCN1C(=O)C(NC(=O)c2ccncc2)(C(F)(F)F)C2=C1CC(C)(C)CC2=O (configuration not stated)	-1.1	x	-0.209	0.9	-0.393	-0.1	0.679	0.2	4.2
C=CCSc1nc2ccccc2c(=O)[nH]1	-0.3	-14.2	0.51	0.9	-2.17	4.8	2.98*	0.3	8.3
COC(=O)c1ccccc1NC(=O)N1CCN(S(=O)(=O)c2ccc(Cl)cc2)CC1	-4.3	3.7	-0.0556	0.9	0.0131	3.2	x	-0.3	-2.2
CC1CCCN(C(=O)Cn2c(=O)oc3ccccc32)C1 (configuration not stated)	0.1	-27.0	0.311	0.9	-0.0251	19.7	-0.059	-0.2	10.6
COc1ccc(N2C(=O)C3CCCN3C2c2ccccc2)cc1Cl (configuration not stated)	-6.3	-1.4	0.42	1	0.822	13.9	2.8*	-0.5	-3.5
COc1cc2cc(CN(Cc3nnnn3Cc3ccco3)C3CCCCC3)c(=O)[nH]c2cc1OC	1.7	-25.5	0.445	0.9	0.0257	18.2	2.53	-0.2	5.3
COC(=O)CCC(=O)Nc1ccc(Br)cc1	6.5	-15.4	-0.14	0.9	-0.53	-8.5	-0.863	-0.5	7.4
CCN(CC)C(c1ccc(C)cc1)c1nnnn1C1CCCCC1 (configuration not stated)	-0.9	-8.3	-0.0517	1	-0.0383	15.9	-0.371	-1.5	5.7
COc1ccccc1S(=O)(=O)Cc1ccc(C(=O)NCCN2CCCCCC2)o1	-11.3	9.1	-0.839	0.9	-0.158	8.3	-0.63	-1.0	9.4
Cc1nc2ccc(Br)cn2c(=O)c1Cl	x	x	-0.655	0.9	-0.215	7.4	0.122	x	-5.9
CC(=O)c1c(C(C)=O)c(C)n(Cc2ccc3c(c2)OCO3)c1C	15.6	12.3	-0.121	0.9	-1.68	23.2	-1.43	-0.4	0.3
N#CC1=C(N)OC2=C(C(=O)CCC2)C1C1C=CCCC1 (configuration not stated)	-2.0	-20.1	-0.383	0.9	1.66	15.4	-0.702	-0.7	3.1
O=C(CN(C(=O)CCC(=O)Nc1nccs1)c1cccc(F)c1)NCC1CCCO1 (configuration not stated)	2.1	20.4	-0.748	1	2.36	-3.6	0.00375	0.0	6.2
COCCNC(=O)CN1C(=O)CC(C)(C)S(=O)(=O)c2ccccc21	-5.8	3.7	0.221	0.9	0.0871	-0.8	-0.869	0.6	8.3
CCN(CC)CCn1c(SCC(=O)NCc2ccco2)nc2c(sc3ccccc32)c1=O	-2.1	-13.2	0.025	1	0.0589	2.1	-0.379	-0.1	0.0
C=CCn1c(C)c(C(C)=O)c(N2CCOCC2)nc1=S	-2.6	-3.7	1.39	0.9	1.39	3.0	0.282	-0.1	12.1
O=C(OCC#CCSc1nnc(-c2ccncc2)o1)c1cccs1	-7.6	-0.9	0.0113	0.9	-1.24	4.9	-0.0442	-0.8	9.0
C=CCc1c(C)nc(SC)nc1Nc1ccc(C(C)=O)cc1	8.6	-32.0	0.154	0.9	-0.00322	2.5	4.14*	-0.7	4.7
CN(Cc1ccccc1)C(=O)c1ccccc1NC(=O)c1ccco1	4.4	0.1	1.76	0.9	0.673	9.5	0.505	-1.4	7.2
CCOC(=O)c1ccc(NCn2c(=O)oc3ccccc32)cc1	-5.4	x	0.125	1	-0.423	17.4	0.3	0.2	6.2
Cc1ccc(C)c(C(=O)CC2(O)C(=O)N(C)c3ccccc32)c1 (configuration not stated)	x	x	-0.588	0.9	-0.443	x	-0.131	x	19.1
S=c1nc(-c2ccccc2)[nH]n1-c1ccccc1	x	-14.2	-0.421	0.9	-1.47	x	0.679	-2.7	-13.6
CCCOc1ccc(CCN2CCC(=O)NC2=O)cc1C	x	x	-0.833	0.9	-1.11	x	1.11	x	7.8
CCOC(=O)N1CCC(NC(=O)Cn2ncc3c2-c2cc(C)ccc2OC3)CC1	-0.6	-17.4	-0.895	1	-1.73	3.5	-0.697	-0.1	8.6
O=C(Nc1c(F)cc(F)cc1Br)c1ccco1	-4.3	x	1.4	1	0.958	4.2	0.13	-0.5	11.8
CCOc1cc(C2NC(=O)NC(C)=C2C(=O)OCc2ccccc2)ccc1O (configuration not stated)	-1.4	-5.0	0.0356	0.9	0.972	10.8	0.0122	0.0	5.0
Cc1ccc(N2C(=O)c3ccccc3C2O)nc1 (configuration not stated)	26.3	-0.1	0.477	0.8	1.56	8.5	-6.69*	0.0	3.2
CCC(C(=O)OC)n1cnc2c(nnn2-c2cccc(Cl)c2)c1=O (configuration not stated)	2.6	-13.8	0.307	0.9	-0.00632	10.4	0.691	-0.2	3.7
COc1ccc(OCc2ccc(C(=O)O)cc2)cc1	2.1	6.2	-0.494	0.9	-0.362	-5.9	x	-0.7	x
Nc1ccc2oc(-c3cc(Br)ccc3Cl)nc2c1	x	-2.5	0.224	0.9	-0.175	x	x	-3.8	2.1
CN(Cc1nc(-c2ccccn2)no1)S(=O)(=O)c1ccc(Br)cc1	0.9	2.2	-0.468	1	0.348	11.3	1.19	-0.9	2.9
O=c1cc(O)c2c(=O)[nH]c(=O)n(-c3ccccc3)c2[nH]1	-1.1	-1.1	1.3	1	0.0149	2.3	0.977	-0.2	2.3
COC(=O)c1sc2nc3c(cc2c1N)C(=O)CC(C)(C)C3	-3.9	3.4	-0.0205	0.9	0.553	15.1	0.667	0.8	-1.3
Cc1cc2cc(CNC(=O)c3cccs3)ccc2n1C	0.6	25.4	-1.18	x	0.0485	9.9	x	-1.0	x
COc1ccccc1NC(=O)c1ccccc1-c1nc(-c2ccccc2OC)no1	14.0	x	-1.43	1	7.31*	14.9	-2.72	-1.4	3.4
CCN(CC(=O)NC1CCCC1)S(=O)(=O)c1ccc(C)cc1	-0.1	6.3	0.275	1	-0.361	22.0	-0.127	-0.2	12.2
O=C(c1ccco1)N1CCN(C(=O)c2cnn3c2NC(c2cccs2)CC3C(F)(F)F)CC1 (configuration not stated)	6.2	2.4	0.939	0.9	-0.00162	14.4	0.224	-0.6	0.9
CCOC(=O)c1coc(CNC(=O)c2c(C)oc3c2CCCC3)c1	-2.1	5.7	0.272	0.8	14.6*	10.7	2.71	-0.5	10.2
O=C(CSCC(=O)N1CCCCC1)OCC(=O)c1c[nH]c2ccccc12	-6.8	2.5	-0.493	0.9	0.433	9.7	1.07	1.6	5.1

Following part.
structure	Jurkat tox 60K	S1P1 ag pot	M1 antag	TNAP act mid DEA	M1 ag	HEK293 NFkB inh	D1 mod	S1P3 agonist	Ec RNAP inh
O=C(CCn1c(=O)oc2ccccc21)NCCCN1CCN(c2ccc(F)cc2)CC1	3.9	-8.5	-1.22	0.9	-0.539	15.4	-3.93	-0.7	0.4
Cn1c(OCc2ccc3c(c2)OCO3)nc2c1c(=O)n(Cc1cccc(Cl)c1)c(=O)n2C	x	0.9	-0.513	0.9	0.0476	x	x	-0.5	6.0
COc1nc(OC)nc(N2CCC(NC(=O)C(Cc3ccc(C(C)C)cc3)NC(C)=O)CC2)n1 (configuration not stated)	-2.8	-7.4	0.747	0.9	-0.0031	14.4	1.7	-0.3	10.9
COc1ccc(C2(C(=O)NCCCN3CCOCC3)CCOCC2)cc1	4.9	-2.0	-1.62	0.9	-0.29	6.9	0.935	0.0	1.1
O=C(CSc1cccc(C(F)(F)F)c1)N1CCN(S(=O)(=O)c2ccccc2)CC1	9.3	2.6	0.396	0.9	-0.619	12.6	0.0655	-0.8	-0.2

Single values from the entries so far:
TNAP act mid DEA result of CS(=O)(=O)N(CCc1ccccc1)CC(=O)N1CCN(Cc2ccc3c(c2)OCO3)CC1 reads 0.9
S1P1 ag pot result of O=C(CSCC(=O)N1CCCCC1)OCC(=O)c1c[nH]c2ccccc12 reads 2.5
Ec RNAP inh result of O=C(Nc1c(F)cc(F)cc1Br)c1ccco1 reads 11.8
TNAP act mid DEA result of COCCNC(=O)CN1C(=O)CC(C)(C)S(=O)(=O)c2ccccc21 reads 0.9

3 of these compounds, reformatted.
The line under a structure holds: Jurkat tox 60K, S1P1 ag pot, M1 antag, TNAP act mid DEA, M1 ag, HEK293 NFkB inh, D1 mod, S1P3 agonist, Ec RNAP inh
Cn1c(OCc2ccc3c(c2)OCO3)nc2c1c(=O)n(Cc1cccc(Cl)c1)c(=O)n2C
→ x, 0.9, -0.513, 0.9, 0.0476, x, x, -0.5, 6.0
COc1nc(OC)nc(N2CCC(NC(=O)C(Cc3ccc(C(C)C)cc3)NC(C)=O)CC2)n1 (configuration not stated)
→ -2.8, -7.4, 0.747, 0.9, -0.0031, 14.4, 1.7, -0.3, 10.9
COc1ccc(C2(C(=O)NCCCN3CCOCC3)CCOCC2)cc1
→ 4.9, -2.0, -1.62, 0.9, -0.29, 6.9, 0.935, 0.0, 1.1
